Screening data (PubChem)
TDP1 cell CPT: DT40-hTDP1 cell growth loss with CPT; chicken DT40 Tdp1-/-;hTDP1 cells + 20 nM CPT, ATP luminescence, 48 h; Potency, µM (highest dose often 46.2 µM), inactives show top-dose activity change, negative = growth inhibition, usual class: inhibitors; 420,000 tested, 12% active; note: nearly all actives have a fitted effect of over 55% in size
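Chicken DT40 Tdp1-/- cells stably complemented with human TDP1 were seeded at 400 cells/well in medium containing 20 nM camptothecin, exposed to pin-transferred compounds, and grown at 37 °C for at least 48 hr. Viability was read as ATP luminescence.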
TDP1 block: blocks human tyrosyl-DNA phosphodiesterase 1; Q9NUW8; recombinant TDP1, AlphaScreen DNA substrate cleavage; Potency, µM (titrated, usually from 130 µM), for the others: at the highest dose activity change, negative = inhibition, most hits filed as inhibitors; 350,000 tested, 0.28% active; AID 485290; note: nearly all actives have a fitted effect of over 40% in size
Target sequence (Q9NUW8 whole entry, looked up): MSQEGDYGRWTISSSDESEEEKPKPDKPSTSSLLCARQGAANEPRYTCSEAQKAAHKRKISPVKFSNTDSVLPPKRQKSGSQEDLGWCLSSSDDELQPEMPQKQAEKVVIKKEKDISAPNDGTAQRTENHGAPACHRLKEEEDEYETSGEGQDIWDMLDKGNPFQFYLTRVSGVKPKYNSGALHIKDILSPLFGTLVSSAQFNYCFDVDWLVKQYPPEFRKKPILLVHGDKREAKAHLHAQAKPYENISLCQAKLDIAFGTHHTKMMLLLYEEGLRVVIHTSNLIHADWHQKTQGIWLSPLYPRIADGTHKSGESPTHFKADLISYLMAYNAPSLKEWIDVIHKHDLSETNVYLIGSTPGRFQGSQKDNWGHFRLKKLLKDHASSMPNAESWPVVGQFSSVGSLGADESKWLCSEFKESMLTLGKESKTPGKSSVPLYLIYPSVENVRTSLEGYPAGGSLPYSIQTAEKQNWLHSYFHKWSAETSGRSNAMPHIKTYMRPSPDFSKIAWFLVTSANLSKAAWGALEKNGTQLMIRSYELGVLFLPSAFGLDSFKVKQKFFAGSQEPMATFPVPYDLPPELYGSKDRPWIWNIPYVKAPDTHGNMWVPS
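Here, a 5' biotin and 3' phosphotyrosine-FITC DNA oligonucleotide reports Tdp1 activity: intact substrate bridges AlphaScreen beads, while cleavage leaves a 3' phosphate and drops signal. All incubations at room temperature.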
TDP1 cell noCPT: qHTS for Inhibitors of human tyrosyl-DNA phosphodiesterase 1 (TDP1): qHTS in cells in absence of CPT | DT40 Tdp1-/- hTDP1 cells, no CPT, ATP luminescence, 48 h | 420,000 tested, 15% active | AID 686978, 2013 | Potency, µM (titrated, usually from 46.2 µM), inactives show at the top dose activity change, negative = growth inhibition, actives largely listed as inhibitors; note: nearly all actives have a fitted effect of over 55% in size
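DT40 Tdp1-/-;hTDP1 cells, no CPT (DMSO vehicle only), 400 cells/well; compounds pin-transferred; ≥48 hr, 37 °C; CellTiter-Glo 30 min RT dark, luminescence read.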
An asterisk follows results filed as active; ? = inconclusive; · = no result given; & = joins results of further samples; [ ] = another dose, or the depositor's remark. Calls come from the whole dose curve; as a rule, active = well fitted curve in the direction sought with a large enough effect; inconclusive = small, poorly fitted or top-dose-only effect, or another doubt; inactive = no such curve, though single readings can be large; an effect the other way counts as inactive or inconclusive. % is set by controls: 0 for no effect and ±100 for the full control effect; potency is the fitted concentration of half-maximal effect.

no.	canonical_smiles	TDP1 cell CPT	TDP1 block	TDP1 cell noCPT
1	COc1ccc(NC(=O)C(=O)NCCC2=CCCCC2)c(OC)c1	-20.7%	5.5%	?
2	Cc1ccc(-n2ncc(Cl)c2C(=O)NCc2ccccc2)cc1	-26.5%	·	-2.7%
3	O=C(O)c1ccc(Nc2nc3ccc(Cl)cc3[nH]2)cc1	-4.1%	·	-12.5%
4	Cc1ccc(NC(=S)N2CCN(c3ccccn3)CC2)c(C)c1	-15.9%	-13.7%	0.0%
5	O=[N+]([O-])c1ccc(Sc2nccn2Cc2ccccc2)cc1	?	4.0%	?
6	Cc1cccc(OCCn2nnc3sc4c(c3c2=O)CCCC4)c1	?	-2.3%	?
7	COc1ccc(OC)c(CC(NC(C)=O)C(=O)NC2CCN(S(=O)(=O)c3ccc(NC(C)=O)cc3)CC2)c1 (stereo not drawn)	-5.8%	·	11.1%
8	CCOc1ccc(C(=O)NCC(=O)N2CCCCCCC2)cc1OCC	4.2%	0.6%	0.1%
9	COc1ccc(/C(C)=N/NC2=NCCN2)cc1Cl	-11.6%	·	-18.7%
10	CC(=O)c1nnn(-c2ccccc2C#N)c1C	3.9%	2.5%	-0.5%
11	Cc1nnc(NC(=O)C23CC4CC(C)(CC(C)(C4)C2)C3)s1	?	·	?
12	O=C(c1cccc(F)c1)N1CCN(c2cc(N3CCCCC3)c(F)cc2[N+](=O)[O-])CC1	18.4µM*	9.5%	18.4µM*
13	Cc1cc(C)n2nnnc2c1C#N	7.7%	1.0%	5.8%
14	COc1ccc(-c2nn(-c3ccccc3)cc2/C=N/O)cc1OC	?	·	25.9µM*
15	COc1cc(NC(=O)c2ccc(F)cc2)c(OC)cc1NC(=O)CN1CCOCC1	?	6.0%	?
16	CCCS(=O)(=O)N1CCN=C1SCc1cccnc1	-11.2%	-2.6%	-22.0%
17	COC(=O)c1sccc1NC(=O)CN(C)NS(=O)(=O)c1ccc(F)cc1	18.4µM*	2.9%	?
18	O=C(O)c1cc([N+](=O)[O-])ccc1NCc1cccnc1	13.7%	·	1.0%
19	Cc1nn(CCC(=O)NNC(=S)Nc2cccc(Cl)c2)c(C)c1[N+](=O)[O-]	-24.0%	9.7%	-8.5%
20	CCC(C)[C@H](N)C(=O)N[C@H]1CCC2C3CC=C4C[C@@H](O)CC[C@]4(C)C3CC[C@@]21C (stereo partly drawn)	?	·	?
21	CCOC(=O)C1=C(C)NC(C)=C(C(=O)OCC)C1C	-28.6%	1.3%&-2.6%	-50.6%
22	CCc1nnc(SCc2cn3c(C)cc(C)nc3n2)n1N	-1.0%	6.9%	-4.7%
23	COC(=O)c1cc(-c2c(-c3cc(OC)c(OC)c(OC)c3)noc2C)cc([N+](=O)[O-])c1	16.4µM*	·	16.4µM*
24	COc1ccc(N(C(C)C(=O)NN=C2CCCCCCC2)S(C)(=O)=O)cc1 (stereo not drawn)	?	5.3%	-20.7%
25	Cc1nnsc1C(=O)Nc1ccc(S(=O)(=O)N2CCCCC2C)cc1 (stereo not drawn)	?	1.1%	?
26	NC(=O)c1ncn([C@@H]2O[C@H](CO)[C@@H](O)[C@H]2O)c1N	-2.7%	16.7%	-0.5%
27	CCOc1ccc(CCN2C(=S)N([C@@H](Cc3ccc(O)cc3)CN3CCC[C@@H]3CN3C(=S)NC[C@@H]3Cc3ccccc3)C[C@@H]2CC(C)C)cc1	10.3µM*	·	9.2µM*
28	Cc1ccc(-c2nc3cc(N)ccc3o2)cc1Br	18.0%	·	-5.1%
29	Cc1ccc([C@H]2C(C(=O)O)=CC[C@@H](c3cccc(Cl)c3)N2S(=O)(=O)c2ccc(C)cc2)cc1	-13.3%	·	-21.8%
30	Cc1cc(C=O)c(C)n1-c1ccc(Cl)c(C(=O)O)c1	-1.5%	44.7µM*	2.6%
31	CC(C)CC(=O)NC(=S)Nc1ccc(NC(=O)c2ccco2)cc1	-6.4%	3.8%	-1.0%
32	Cc1ccc(NCC(=O)N/N=C\c2ccc[nH]2)cc1	6.2%	5.1%	-15.2%
33	CCc1cccc2c(=O)c(C(=O)NCCN3CCOCC3)c[nH]c12	-4.0%	6.6%	-13.6%
34	Cc1ccc(OC(=O)N(C)C[C@H]2OCc3cn(nn3)CCCC(=O)N([C@H](C)CO)C[C@@H]2C)cc1	5.8%	·	13.4%
35	CCC(=O)N1CCN(c2ccccc2NC(=O)c2ccc(OC)c(Cl)c2)CC1	1.3%	3.8%	?
36	CCOc1ccccc1NC(=O)Nc1ccncc1	-30.4%	0.7%	-18.0%
37	O=C(NCc1ccccc1)/C(=C/c1ccccc1)NC(=O)c1ccco1	-1.8%	-7.4%	1.2%
38	COc1ccc(N(C)C(=O)Cn2c(=O)oc3ccccc32)c(OC)c1	-1.2%	·	-21.9%
39	CC1CCN(C(=O)c2[nH]cnc2C(=O)NCCCCCNC(=O)OC(C)(C)C)CC1	?	1.3%	-22.1%
40	COc1ccc(-c2cc(C)no2)cc1S(=O)(=O)N(C)c1ccc(C)cc1	10.3µM*	-0.3%	9.2µM*

Overlap with the part before: 3 compounds, followed by the next part.
no.	canonical_smiles	TDP1 cell CPT	TDP1 block	TDP1 cell noCPT
38	COc1ccc(N(C)C(=O)Cn2c(=O)oc3ccccc32)c(OC)c1	-1.2%	·	-21.9%
39	CC1CCN(C(=O)c2[nH]cnc2C(=O)NCCCCCNC(=O)OC(C)(C)C)CC1	?	1.3%	-22.1%
40	COc1ccc(-c2cc(C)no2)cc1S(=O)(=O)N(C)c1ccc(C)cc1	10.3µM*	-0.3%	9.2µM*
41	CC(=O)c1cccc(NC(=O)CCCCCn2nnc3ccccc3c2=O)c1	22.2%	·	-28.3%
42	CCN(CC)C(=O)Cn1cc(/C=C(\C#N)C(=O)NC2CC2)c2ccccc21	-23.9%	·	?
43	CN(CC(=O)Nc1ccc(N2CCOCC2)cc1)C(=O)c1cn(-c2ccccc2)nc1-c1ccccc1	10.6%	-2.9%	?
44	Cc1onc(-c2ccccc2)c1C(=O)NCC(=O)Nc1cc(Cl)ccc1Cl	?	0.1%	?
45	O=[N+]([O-])c1ccc(Cl)c(CN2CCSCC2)c1	-7.7%	2.7%	-4.0%
46	COc1ccc(NC(=O)N2CCC(c3nc(-c4cccs4)no3)CC2)cc1	-22.1%	0.0%	?
47	O=C(NCc1ccccc1)C(=O)NCC(c1ccco1)N1CCN(c2ccccc2F)CC1 (stereo not drawn)	-2.3%	6.0%	10.5%
48	CCc1ccc(S(=O)(=O)Nc2ccc(-c3ccc(N4CCCC4)nn3)cc2)cc1	-21.8%	-0.6%	-15.3%
49	CCc1ccc(NC(=O)c2ccc(C3SCC(=O)N3CCc3ccccc3)cc2)cc1 (stereo not drawn)	-10.4%	2.0%	-14.5%
50	COc1ccccc1CCNC(=O)c1cnccn1	-5.4%	8.8%	-12.8%
51	CC(=O)Nc1ccc([N+](=O)[O-])c(CS(=O)(=O)c2ccc(C)cc2)c1[N+](=O)[O-]	?	11.2%	23.1µM*
52	O=C(Cn1cc([N+](=O)[O-])cn1)Nc1ccccn1	-11.5%	0.0%	-7.3%
53	O=C(CCCn1c(=O)oc2ccccc21)N1CCN(c2ccccn2)CC1	4.0%	4.1%	-2.4%
54	CN(C)c1ncnc2c1ncn2[C@H]1CN(Cc2ccc3c(c2)OCO3)C[C@@H](CO)O1	-4.8%	·	?
55	CCOC(=O)c1c(C)noc1-c1ccco1	10.6%	2.9%	-2.0%
56	COc1cccc(-c2cc3nc(-c4ccccc4)cc(=O)n3[nH]2)c1	2.59µM*	·	2.59µM*
57	CCCN(CCC)S(=O)(=O)c1ccc(C(=O)N2CCC(=O)c3ccccc32)cc1	?	2.1%	23.1µM*
58	CCOC1=C2CN(S(=O)(=O)c3ccc(C)cc3)[C@H](c3cccc4ccccc34)C[C@H]2[C@H]2C(=O)N(c3ccccc3)C(=O)[C@H]2C1	10.0%	·	7.4%
59	O=C(c1ccco1)N1CCN(C(=O)C2CCCN(S(=O)(=O)Cc3ccccc3)C2)CC1 (stereo not drawn)	-1.1%	5.7%	-14.3%
60	CC1CCCN(c2nc3c(c(=O)n(C)c(=O)n3C)n2CCSc2nc3ccccc3o2)C1 (stereo not drawn)	23.1µM*	4.2%	20.6µM*
61	CN(C(=O)C1CC1)C1CCS(=O)(=O)C1 (stereo not drawn)	-15.9%	·	-8.2%
62	COc1ccc(C(=O)n2nc(-c3ccco3)nc2N)cc1OC	3.0%	-2.6%	-1.9%
63	O=C(NCc1ccc2c(c1)OCO2)c1ccc2c(c1)N(Cc1ccc(F)cc1)C(=O)c1ccccc1S2=O (stereo not drawn)	-17.6%	2.3%	-12.7%
64	COc1cc2c(=O)c(C(=O)c3ccc(F)cc3)cn(Cc3cccc(F)c3)c2cc1OC	20.6µM*	5.8%	16.4µM*
65	Cc1ccc2oc(C(=O)Nc3c(C(=O)c4ccc(C)c(F)c4)oc4ccccc34)cc(=O)c2c1	1.4%	0.0%	-5.6%
66	CCNc1ncc2nc(-c3ccccc3)c(=O)n(Cc3ccc(F)cc3)c2n1	0.0%	·	-16.3%
67	CC1(C)OC(=O)C(=CSc2ccc(C(C)(C)C)cc2)C(=O)O1	-22.5%	-11.0%	-13.5%
68	COc1ccc(C2=NOC(Cn3nc(C(=O)NCc4ccco4)cc3-c3ccccc3)C2)cc1 (stereo not drawn)	?	2.6%	16.4µM*
69	CCCC(=O)N(Cc1cc2cc(C)ccc2[nH]c1=O)c1ccccc1OC	?	4.2%	?
70	Cc1cccn2c(=O)c(/C=C(\C#N)c3nc4ccccc4n3C)c(Oc3ccc(Cl)cc3)nc12	?	1.1%	8.2µM*

The closing 3 records of the part above open the next one.
no.	canonical_smiles	TDP1 cell CPT	TDP1 block	TDP1 cell noCPT
68	COc1ccc(C2=NOC(Cn3nc(C(=O)NCc4ccco4)cc3-c3ccccc3)C2)cc1 (stereo not drawn)	?	2.6%	16.4µM*
69	CCCC(=O)N(Cc1cc2cc(C)ccc2[nH]c1=O)c1ccccc1OC	?	4.2%	?
70	Cc1cccn2c(=O)c(/C=C(\C#N)c3nc4ccccc4n3C)c(Oc3ccc(Cl)cc3)nc12	?	1.1%	8.2µM*
71	COc1ccc(NC(=O)c2ccc3c(=O)n(Cc4ccco4)c(=S)[nH]c3c2)c(OC)c1	?	2.0%	12.6µM*
72	CCOc1ccc(-n2c(C)cc(/C=N\NC(=O)CC(=O)NC3CCCCC3)c2C)cc1	18.4µM*	4.2%	13µM*
73	Cc1cccc(C)c1NC(=O)CN1CCN(CC(=O)c2cc(C)n(C3CC3)c2C)CC1	?	2.1%	?
74	CC(=O)Nc1ccc(S(=O)(=O)N2CCN(S(=O)(=O)N3CCCCCC3)CC2)cc1	-0.5%	2.6%	-24.4%
75	COc1ccc(C(=O)COC(=O)CCN=C2NS(=O)(=O)c3ccccc32)cc1OC	9.7%	3.2%	4.2%
76	COC(=O)C(CCCCNC(=O)OCc1ccccc1)NC(=O)CN (stereo not drawn)	-6.2%	0.0%	2.8%
77	CSc1ncc(C(=O)Nc2ccccc2C)c(C)n1	-6.3%	·	-1.9%
78	Cc1[nH][nH]c(=O)c1C(c1c(C)[nH][nH]c1=O)c1cn(C)c2ccccc12	-17.4%	2.6%	?
79	CCOC(=O)c1cnc(Nc2nc3ccccc3o2)nc1CSC(=S)N(CC)CC	0.146µM*	5.4%	0.146µM*
80	CNC(=O)COC(=O)C1CCN(S(=O)(=O)c2ccc3c(c2)OCCO3)CC1	-0.4%	-0.5%	-3.3%
81	Cc1ccc(NC(=O)CSCc2cc(=O)n3cc(C)sc3n2)c(C)c1	27.0%	1.9%	1.6%
82	COc1ccc(S(=O)(=O)N2CCCCC2)cc1NC(=O)COC(=O)c1ccco1	-1.3%	0.0%	-10.8%
83	CC(C)(C)OC(=O)N1CCC(c2c(C(=O)NCCc3ccsc3)cnn2-c2ccccc2Cl)CC1	?	-2.1%	?
84	Cc1cc2nc(-c3ccc(NC(=O)c4ccc(OCC(C)C)cc4)cc3)oc2cc1C	-0.6%	-3.1%[12.3 µM]	3.9%
85	C(=N\Nc1nn[nH]n1)/c1ccccc1	-1.4%	0.7%	-13.0%
86	CCOc1ccc(/C=N/Nc2cc(C)nc(N3CCOCC3)n2)cc1	?	1.4%	?
